# SIRT5 block: blocks human SIRT5 desuccinylation of peptide | Q9NXA8 | 330,000 compounds, 1.1% hits | Purified SirT5, succinyl-peptide AMC, trypsin-coupled fluorescence | inhibition, % at 15 µM; in the data active = inhibition above about 15%
# Target sequence (Q9NXA8 whole entry, looked up): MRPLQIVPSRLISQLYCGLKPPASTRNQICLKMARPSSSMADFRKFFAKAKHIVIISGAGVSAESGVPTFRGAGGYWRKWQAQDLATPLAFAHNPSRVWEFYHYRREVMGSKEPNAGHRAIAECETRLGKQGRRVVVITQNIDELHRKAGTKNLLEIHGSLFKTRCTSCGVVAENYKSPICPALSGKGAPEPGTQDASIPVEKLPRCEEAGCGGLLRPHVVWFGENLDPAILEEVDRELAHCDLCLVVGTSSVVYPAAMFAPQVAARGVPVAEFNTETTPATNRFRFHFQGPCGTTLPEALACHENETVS
# esBAF inh: blocks esBAF chromatin remodeling in mouse ES cells. 350,000 compounds, 2% hits. Bmi1-luciferase knock-in reporter, 24 h; 100% = twice the neutral-well signal. reporter increase, % at 12.5 µM; in the data active = activation above about 40%;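 also: 0% = median of the plate's neutral control wells and 100% = double that signal; a rise in the Bmi1 reporter signal indicates esBAF inhibition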
# Cneo AK release: causes C. neoformans cell lysis | adenylate kinase release luminescence, 4 h; normalised: neutral wells 0, clomiphene wells 100 | lysis activity, % at 15 µM | 360,000 compounds, 0.2% hits | AID 651654;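 active = mean lysis activity across replicates of at least 80%, whatever share of replicates individually reach that level; inactive = mean lysis activity below 80%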
#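 Material – Cryptococcus neoformans yeast cells · Quantity – 5 × 10^6 yeast cells/mL · Buffer or medium – YPD medium · Compound – single dose · Timing – 4 h static compound exposure, 37 °C, read 1 h post-reagent · Signal – adenylate kinase release luminescence · Read-out basis – lysis from increased AK signal · Benchmarks – Clomiphene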
# Statin myotox sup: suppression of simvastatin myotoxicity. AID 602340. rescue of ATP level, % at 7.49 µM. C2C12 myotubes + simvastatin, ATP luminescence, 48 h; scaled: DMSO 0, geranylgeraniol control 100. 330,000 compounds, 0.78% hits;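 active = mean ATP rescue above about 67%, or every replicate alone reaching that limit, limit read from the data, passing the limit was not always enough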;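 also: myotubes were challenged with 10 µM simvastatin during compound exposure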
# ERp5 inh: blocks human ERp5 reductase activity on insulin | 350,000 compounds, 0.05% hits | ERp5 insulin aggregation, absorbance 650 nm, 90 min | inhibition, % at 9.99 µM | AID 651711 | Q15084;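 active = mean replicate inhibition above about 25%, with every replicate also reaching it, limit read from the data, passing the limit was not always enough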
# Target sequence (Q15084 whole entry, looked up): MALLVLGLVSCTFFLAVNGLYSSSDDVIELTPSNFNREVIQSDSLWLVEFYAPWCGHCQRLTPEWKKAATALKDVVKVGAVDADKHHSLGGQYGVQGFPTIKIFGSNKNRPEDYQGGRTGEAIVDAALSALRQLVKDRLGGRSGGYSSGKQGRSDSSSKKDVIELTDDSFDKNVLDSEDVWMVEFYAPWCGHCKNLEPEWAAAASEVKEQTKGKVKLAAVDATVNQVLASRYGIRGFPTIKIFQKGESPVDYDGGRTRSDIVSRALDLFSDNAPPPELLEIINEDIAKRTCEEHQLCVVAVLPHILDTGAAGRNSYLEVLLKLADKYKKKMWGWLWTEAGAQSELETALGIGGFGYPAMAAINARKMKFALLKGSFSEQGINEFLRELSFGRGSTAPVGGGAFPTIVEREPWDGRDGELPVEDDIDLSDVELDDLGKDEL
# ARNT TACC3 PPI: disruptors of human ARNT/TACC3 interaction; Q9Y6A5; 390,000 compounds, 0.66% hits; AID 623870; inhibition, % at 9.99 µM; AlphaScreen His-ARNT PAS-B/GST-TACC3 binding, luminescence; TACC3 fragment carries E629A point mutation;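 active = mean inhibition of replicates at least 50% and at least half of replicates each reaching 50%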;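 also: 0% = complete ARNT plus TACC3 wells and 100% = ARNT alone without TACC3; many hits fall short of the cut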
# miR122 inh: blocks miR-122 activity in Huh7 sensor cells; Huh7 miR-122 Renilla luciferase sensor, 48 h; neutral wells = 0, positive control = 100; activation (reporter increase), % at 12.5 µM; 340,000 compounds, 0.3% hits;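 active = mean replicate activation score at least 90 and every replicate individually at or above 90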;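 also: higher luciferase means less miR-122 activity so hits act as miR-122 inhibitors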
# Active calls of the source: *; / = not tested or not shown; [ ] = another dose, or the depositor's remark.
SMILES,SIRT5 block,esBAF inh,Cneo AK release,Statin myotox sup,ERp5 inh,ARNT TACC3 PPI,miR122 inh
O=C1OCCN1C(=O)[C@H]1[C@H](c2ccccc2)C(c2cccc(Cl)c2)=NN1c1ccc(Br)cc1,-4,-7,-1,0,0,-28,4
C[C@@H]1CN([C@H](C)CO)S(=O)(=O)c2ccc(C#C[C@@H](C)O)cc2O[C@@H]1CN(C)Cc1cccnc1,2,-1,0,-1,7,-3,6[16.7 µM]
Cc1cc(C)c2cc(CN(Cc3ccc4c(c3)OCO4)Cc3nnnn3Cc3ccco3)c(=O)[nH]c2c1,/,6,/,16,/,1,55
C[C@@H]1CCCCO[C@@H](CN(C)C(=O)Nc2ccccc2)[C@@H](C)CN([C@@H](C)CO)C(=O)c2cc(NC(=O)Cc3ccccc3)ccc2O1,-1,7,1,/,6,-11,-6[16.7 µM]
CCCC#Cc1ccc([C@H]2[C@@H](CO)N3CCCCN(S(C)(=O)=O)C[C@@H]23)cc1,13,-6,-1,28,-3,-3,-1[16.7 µM]
COC(=O)CNC(c1ccccc1)c1cc(Br)ccc1NC(C)=O (stereo not drawn),-4,1,/,12,-1,3,0
O=C(O)C(=O)/C(=C\c1cccc2ccccc12)c1ccc2ccccc2n1,/,/,1,/,/,-1,8
N#Cc1ccc(-c2nnnn2-c2ccc3c(c2)OCO3)cc1,/,0,6,107*,/,-4,-8
COc1ccc(N(CC(=O)NC2CCCCC2)C(=O)CCCC(=O)Nc2ccccn2)c(OC)c1,/,10,3,6,/,-3,/
O=C(COC(=O)c1ccccc1Nc1ccc(SC(F)F)cc1)NCc1ccco1,/,25,0,8,/,-4,-2
Cc1nn2c3ccccc3n(C)c2nc1=O,/,-2,1,/,/,17,1
COc1ccc(S(=O)(=O)N2CCC(C(=O)Oc3ccc(C)cc3)CC2)cc1OC,0,-5,1,-2,-1,-6,-3
CCC(=O)N1CCc2cc(S(=O)(=O)CCC(=O)NCCc3ccc(S(N)(=O)=O)cc3)ccc21,0,-2,6,1,/,3,2
CCn1cc(C(=O)O)c(=O)c2cc(F)c(N3CCN(S(=O)(=O)c4ccc(NC(=O)OC)cc4)CC3)cc21,0,-1,0,1,-8,0,-1
O=C(NC1CCCCC1)c1ccc(NS(=O)(=O)c2cccc3cccnc23)cc1,-1,/,/,/,-8,1,/
O=C(NCCO)C(=O)NCC1OCCCN1S(=O)(=O)c1cc(F)ccc1F (stereo not drawn),1,/,1,/,4,4,3
C[C@@H]1CCCCO[C@@H](CN(C)S(=O)(=O)c2cn(C)cn2)[C@@H](C)CN([C@@H](C)CO)C(=O)c2cc(NC(=O)Cc3ccccc3)ccc2O1,/,-2,-15,/,/,-15,-3[16.7 µM]
O=C(Cn1nc(-c2ccccc2)ccc1=O)NCc1ccc(F)cc1,-4,/,/,/,1,-1,1
Cc1ccc(S(=O)(=O)N(C)C)cc1NC(=S)N(C)C1CCN(C)CC1,8,-1,1,-1,0,5,-2
C[C@@H]1CN([C@H](C)CO)C(=O)c2cccc(NC(=O)NC3CCCCC3)c2O[C@H]1CN(C)S(=O)(=O)c1cn(C)cn1,-1,1,-1,30,5,2,-5[16.7 µM]
N#Cc1ccsc1NC(=O)CN1CCN(c2ccccc2O)CC1,/,8,/,10,/,-2,8
CCNC(=O)C[C@H]1CC[C@@H]2[C@H](COC[C@@H](O)CN2C(=O)c2ccccn2)O1,/,5,-2,-8,/,6,1[16.7 µM]
CC1CC(C)CN(S(=O)(=O)c2ccc(C(=O)N(C)Cc3ccccc3)cc2)C1 (stereo not drawn),-3,-6,-2,23,-14,-8,9
Cc1noc(C)c1NC(=O)N[C@H]1CC[C@@H](CCNC(=O)C2CCOCC2)O[C@H]1CO,-1,0,-8,2,-2,9,-9[16.7 µM]
COc1ccc(/C=N/NC(=O)c2cc(C)oc2C)cc1OCc1ccccc1,2,-6,-3,-5,2,2,/

# Compound profiles, from the list above:
# O=C1OCCN1C(=O)[C@H]1[C@H](c2ccccc2)C(c2cccc(Cl)c2)=NN1c1ccc(Br)cc1 reads SIRT5 block: -4; esBAF inh: -7; Cneo AK release: -1; Statin myotox sup: 0; ERp5 inh: 0; ARNT TACC3 PPI: -28; miR122 inh: 4
# COC(=O)CNC(c1ccccc1)c1cc(Br)ccc1NC(C)=O (stereo not drawn) reads SIRT5 block: -4; esBAF inh: 1; Cneo AK release: /; Statin myotox sup: 12; ERp5 inh: -1; ARNT TACC3 PPI: 3; miR122 inh: 0

# Compounds above that have a COOH group, in the order listed:
SMILES,SIRT5 block,esBAF inh,Cneo AK release,Statin myotox sup,ERp5 inh,ARNT TACC3 PPI,miR122 inh
O=C(O)C(=O)/C(=C\c1cccc2ccccc12)c1ccc2ccccc2n1,/,/,1,/,/,-1,8
CCn1cc(C(=O)O)c(=O)c2cc(F)c(N3CCN(S(=O)(=O)c4ccc(NC(=O)OC)cc4)CC3)cc21,0,-1,0,1,-8,0,-1

# Continued:
SMILES,SIRT5 block,esBAF inh,Cneo AK release,Statin myotox sup,ERp5 inh,ARNT TACC3 PPI,miR122 inh
CO[C@H]1CC[C@@H]2CCOc3c(C#N)cccc3C(=O)N(C)CCCC(=O)N(C)C[C@@H]1O2,-3,-3,20,1,1,-11,/
Cc1ccc(S(=O)(=O)N[C@@H]2CC[C@@H](CCn3cc(-c4cccc(F)c4)nn3)O[C@H]2CO)cc1,-4,18,-3,3,-6,0,/
O=c1[nH]c(CSc2ccccn2)nc2ccccc12,0,/,/,/,8,1,/
CC1CCCCN1CCNC(=O)C1CC(=O)N(c2ccc(F)c(Cl)c2)C1 (stereo not drawn),/,0,1,-8,/,-3,0
CC(=O)c1cccc(NC(=O)c2ccc(NS(=O)(=O)c3c(C)noc3C)cc2)c1,/,-1,4,-77,/,-2,-2
FC(F)(F)c1cc(Cl)c2nnc(C(F)(F)Cl)n2c1,-3,/,/,/,2,-9,/
Cc1cccc(CCNC(=O)C2CCCN(c3ncnc4c3nc3n4CCCCC3)C2)c1 (stereo not drawn),-2,5,1,10,-1,-1,4
C/C(=N\NC(=S)Nc1cc(S(=O)(=O)N2CCOCC2)ccc1Cl)c1ccccc1F,0,-1,1,-1,-8,30,-4
CCOC(=O)C1(Cc2cccc(OC)c2)CCCN(S(=O)(=O)c2cccnc2)C1 (stereo not drawn),5,/,/,/,7,-6,/
CNC[C@@H]1Oc2ccc(NC(=O)CCC(F)(F)F)cc2C(=O)N([C@@H](C)CO)C[C@H]1C,11,-9,-7,-28,1,-5,-5[16.7 µM]
COc1ccccc1NC(=O)N[C@H]1CC[C@H](CCn2cc(C3(O)CCCC3)nn2)O[C@H]1CO,0,1,-1,-1,-5,1,-4[16.7 µM]
O=C(CCN1CCCCCC1)Nc1ccccc1F,/,-7,-1,10,/,1,-11
COc1ccc(C)cc1NC(=O)CCN1CC(C)OC(C)C1 (stereo not drawn),23*,/,/,/,2,2,/
S=c1[nH]nc(CSCCOc2ccc(Cl)cc2Cl)o1,-1,-1,-2,18,0,-1,-8
Cc1cc(=O)n(C)c(=O)n1CC(=O)N1CCCCCC1,/,-3,0,-11,/,/,2
O=C(NCc1ccccc1F)[C@H]1N[C@H]2c3ccc(-c4ccccc4F)c(=O)n3C[C@H]2[C@@H]1CO,2,-7,3,-22,-3,/,29[16.7 µM]
C[C@H](CO)N1C[C@H](C)[C@H](CN(C)Cc2cccc(C(F)(F)F)c2)Oc2ncc(Br)cc2C1=O,6,-6,-2,-7,0,-10,2[16.7 µM]
Cc1nc2cc(C(F)(F)F)ccc2n1CCNc1nc(-c2ccc(F)cc2)cs1,0,20,4,3,-3,-1,3
COc1ccccc1C(=O)C1CCCN(C(=O)C2=CC(=O)CC(C)(C)O2)C1 (stereo not drawn),2,-5,0,1,1,-4,-2
COc1ccc(C(CC(=O)Nc2ccc(C)cn2)N2Cc3ccccc3C2=O)cc1 (stereo not drawn),4,-4,2,0,5,35*,31
CN1C(=O)c2cc(NC(=O)Nc3cccc(Cl)c3)ccc2OC[C@@H]2O[C@@H](CC(=O)O)CC[C@@H]21,-3,-2,-1,3,2,22,0[16.7 µM]
Cc1ccc(S(=O)(=O)Nc2ccc3c(c2)CC(=O)N([C@H](C)CO)C[C@@H](C)[C@@H](CN(C)S(=O)(=O)c2cccs2)O3)cc1,2,0,4,19,-10,-5,-5[16.7 µM]
Cc1nn(-c2ccccc2)c(Cl)c1/C=C/C(=O)c1ccc(O)cc1,-1,/,/,/,7,-15,/
COc1ccc(Cl)cc1NS(=O)(=O)c1cccc(C(=O)NCC2(N(C)C)CCCCC2)c1,-1,-2,6,-4,-1,26,4
O=C(Nc1ccccc1N1CCOCC1)C1CCN(S(=O)(=O)c2ccc(Cl)cc2)CC1,-3,-6,-2,-2,-3,4,-3
# Continuation.
SMILES,SIRT5 block,esBAF inh,Cneo AK release,Statin myotox sup,ERp5 inh,ARNT TACC3 PPI,miR122 inh
CCCCCn1c(NCc2ccco2)nc2ccccc21,-4,-6,3,/,6,1,-4
Cc1noc(/C=C/c2ccc(-c3ccccc3Cl)o2)c1[N+](=O)[O-],/,-10,-4,-19,/,-9,-7
CCN(CC)S(=O)(=O)c1cccc(NC(=O)c2cncc(Br)c2)c1,-2,/,/,/,5,-6,/
Cn1cnc2c1c(=O)n(Cc1c(Cl)cccc1Cl)c(=O)n2C,/,8,-2,6,/,/,-5
CCNC(=O)C[C@H]1CC[C@@H]2[C@@H](COc3ccc(NC(=O)c4ccc(F)c(F)c4)cc3C(=O)N2C)O1,-3,2,-1,27,-3,8,-2[16.7 µM]
Cc1cc(C(=O)N/N=C/c2cc(Br)cc(Br)c2OC(=O)c2cccc(F)c2)n[nH]1,-1,/,/,/,-3,-12,-1
C=CCOc1ccccc1NC(=O)CN1C(=O)CNC1=O,-2,-5,-2,9,4,-5,/
CCOc1ccc(NC(=O)CN(C)C(=O)c2cc3c(s2)CCC(C)C3)cc1OCC (stereo not drawn),0,-3,0,-29,-2,-2,/
CCOc1ccc(NC(=O)C2CCCN(c3nc(C)cc(C)n3)C2)cc1 (stereo not drawn),-1,-3,1,-3,3,-1,-3
COc1ccc(S(=O)(=O)N(Cc2ccco2)Cc2cc3ccccc3[nH]c2=O)cc1,4,5,-2,42,-19,-2,-3
CC(C)(C)C(=O)N1CCN(c2ccc([N+](=O)[O-])cc2-n2cccc2)CC1,/,2,2,10,2,-1,-3
O=C(Nc1ccc(F)cc1)c1ccc(CSc2ccc(Cl)cc2)o1,-1,/,-3,/,2,-6,0
COc1ccc(-c2noc(CN(C)C(=O)c3ccoc3C)n2)cc1OC,-2,3,-1,-3,4,4,-1
CCCn1nnnc1NCc1c(F)cccc1Cl,10,4,/,6,4,25,15
CCOC(=O)C1(Cc2ccc(OC)cc2)CCN(C(=O)C2CCCO2)CC1 (stereo not drawn),1,/,/,/,0,-2,/
S=C(c1cn(Cc2ccccc2)c2ccccc12)N1CCOCC1,0,/,/,/,-1,9,/
CC(C)NC(=O)NCC[C@@H]1CC[C@@H](NS(=O)(=O)c2ccc(Oc3ccccc3)cc2)[C@H](CO)O1,-7,6,-4,34,-4,1,/
CC1(C)SC2c3ccccc3C(=O)N2[C@@H]1C(=O)NC1CCCC1 (stereo partly drawn),-2,-2,0,5,4,-2,-5
CN(CCCC1CCCC1)C(=O)c1cc(COc2ccc(F)cc2F)on1,-11,10,7,-4,5,-11,/
O=[N+]([O-])c1ccc(OCCOCCOc2ccc([N+](=O)[O-])cc2)cc1,-6,-1,-1,-6,1,6,0
Cc1nc2c(-c3ccccc3)c(C)nn2c(C)c1CC(=O)O,/,-10,1,-8,/,/,-6
CCOc1cc(/C=C2\C(=O)NN(c3ccccc3)C2=O)cc([N+](=O)[O-])c1O,-7,/,/,/,-6,9,/
CCN(CC)S(=O)(=O)c1ccc(C(=O)Nn2cnnc2)cc1,9,-4,1,1,0,-12,0
C[C@@H]1CCCCO[C@@H](CN(C)C(=O)Nc2ccc(C(F)(F)F)cc2)[C@H](C)CN([C@@H](C)CO)C(=O)c2cc(NC(=O)c3ccncc3)ccc2O1,4,6,-13,/,2,1,-3[16.7 µM]
Cc1cc(N(C)C)nc(Nc2ccccc2)n1,-3,10,-2,-24,-8,0,-8
Cc1cc2n(n1)C(c1cn(-c3ccccc3)nc1C)Nc1ccccc1-2 (stereo not drawn),/,-1,4,0,/,5,-29
CC(=O)N(c1ccc(C(C)C)cc1)C1C=CS(=O)(=O)C1 (stereo not drawn),/,2,17,-3,/,5,0
